MITF inh: MITF inhibitors, primary screen, biochemical, AlphaScreen, human. Microphthalmia-associated transcription factor (Homo sapiens), O75030. AlphaScreen MITF homodimerization, bead proximity signal. inhibition, % at 2.6 µM. 0.91% of 650,000 active; in the data active = inhibition above about 50%;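 note: 0% = vehicle wells with protein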
FBW7 activator: FBW7 E3 ligase activators, primary screen, biochemical, AlphaScreen, human; AlphaScreen FBW7–phospho-cyclin E peptide binding, activator screen; normalized activity (activation), % at 26.1 µM; 0.13% of 650,000 active; in the data active = normalized activity above about 1.9%;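 note: purified mutant Fbw7 with reduced substrate affinity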
Target sequence (Q969H0 whole entry, looked up): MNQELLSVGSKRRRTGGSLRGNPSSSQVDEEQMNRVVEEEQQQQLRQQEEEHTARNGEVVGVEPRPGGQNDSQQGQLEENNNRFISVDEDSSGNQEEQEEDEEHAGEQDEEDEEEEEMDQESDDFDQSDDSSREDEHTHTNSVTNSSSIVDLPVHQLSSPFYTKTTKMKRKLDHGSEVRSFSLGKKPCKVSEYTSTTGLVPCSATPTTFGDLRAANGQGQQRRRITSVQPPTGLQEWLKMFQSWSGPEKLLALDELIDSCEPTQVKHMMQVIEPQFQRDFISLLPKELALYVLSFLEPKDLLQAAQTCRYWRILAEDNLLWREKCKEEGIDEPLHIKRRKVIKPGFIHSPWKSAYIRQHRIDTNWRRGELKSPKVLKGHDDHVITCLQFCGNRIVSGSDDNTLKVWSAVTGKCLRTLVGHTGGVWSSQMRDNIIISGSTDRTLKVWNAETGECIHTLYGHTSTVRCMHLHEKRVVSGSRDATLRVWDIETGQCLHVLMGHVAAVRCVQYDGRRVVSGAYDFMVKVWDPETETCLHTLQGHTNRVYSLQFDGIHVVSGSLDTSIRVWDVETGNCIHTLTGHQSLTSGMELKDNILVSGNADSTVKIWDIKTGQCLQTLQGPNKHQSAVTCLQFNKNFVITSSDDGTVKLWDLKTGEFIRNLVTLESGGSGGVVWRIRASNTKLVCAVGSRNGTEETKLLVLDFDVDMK
TEAD-YAP inh: TEAD-YAP interaction inhibition, primary screen, TEAD-YAP interaction inhibitor project, luminescence, HEK-TIYL cells | AID 1259422, 2018 | 1.4% of 640,000 active | TEAD-Gal4/YAP UAS-luciferase luminescence | inhibition, % at 9.12 µM; in the data active = inhibition above about 32%;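 note: 0% = median of test compound wells and 100% = reference inhibitor wells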
GPR151 activ: activators of human GPR151, primary screen, cell-based, PathHunter beta-arrestin, luminescence. PathHunter beta-arrestin GPR151 cells. activation, % at 11.2 µM. 1% of 650,000 active. AID 1508602, 2020; in the data active = activation above about 4.9%;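 note: 0% = median of compound wells and 100% = cells with positive control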
* hit, by the source's call.

no.	structure	MITF inh	FBW7 activator
1	O=C(Cc1ccccc1)N/N=C/c1ccc(O)c(O)c1	4	-0.7
2	O=C(c1cccc(I)c1)N1CCN(c2ccccc2O)CC1	-2	0.2
3	Cc1cc(C)c(NC(=O)CN2C(=O)c3ccccc3S2(=O)=O)c(C)c1	8	0.2
4	O=S(=O)(Nc1cccc(C(F)(F)F)c1)c1ccccc1Cl	-10	-0.1
5	CC(=O)NC(Cc1ccccc1)C(=O)OCC(=O)c1ccc(Cl)cc1 (stereo not drawn)	-7	0.0
6	CCN(C=NC1=NN(c2ccccc2)CC1)CC	-12	-0.2
7	CC1=C(C(=O)OC(C)C)C(c2ccc(Cl)cc2)N2C(=O)CSC2=N1 (stereo not drawn)	5	-0.1
8	CCOc1ccc(C2Oc3ccccc3C3=C2C(c2cccs2)n2ncnc2N3)cc1 (stereo not drawn)	-4	-0.1
9	COc1ccccc1Nc1nc(-c2ccc(OC)c(OC)c2)nc2ccccc12	-1	0.2
10	Cc1ccc(S(=O)(=O)N(C)CC(=O)N(C)Cc2ccccc2)cc1	2	0.1
11	COc1cc(/C=N/NC(C)(C)C)ccc1OC(=O)c1ccco1	-2	0.0
12	CN1CCN(C(=O)c2ccc(-c3nc(NCCc4ccc(O)cc4)c4[nH]cnc4n3)cc2)CC1	7	0.1
13	O=C(Cc1c(C(=O)O)[nH]c2ccccc12)Nc1ccc(C(F)(F)F)cc1	-9	-0.1
14	Cc1ccc(NC(=O)CCC2CCCC2)c([N+](=O)[O-])c1	9	-0.2
15	COc1cccc(C=O)c1OC(=O)c1ccc(Cl)c([N+](=O)[O-])c1	8	1.0

no.	TEAD-YAP inh	GPR151 activ
1	-7	0.8
2	-6	-1.0
3	2	1.3
4	5	0.1
5	3	-0.5
6	-7	1.4
7	-1	-1.1
8	0	-0.3
9	4	2.1
10	-10	-1.2
11	-2	0.5
12	-6	1.0
13	7	0.4
14	-43	0.7
15	-10	1.7

Ordered by heavy-atom count (rising): some entries from above.
no.	structure	MITF inh	FBW7 activator
6	CCN(C=NC1=NN(c2ccccc2)CC1)CC	-12	-0.2
1	O=C(Cc1ccccc1)N/N=C/c1ccc(O)c(O)c1	4	-0.7
4	O=S(=O)(Nc1cccc(C(F)(F)F)c1)c1ccccc1Cl	-10	-0.1
2	O=C(c1cccc(I)c1)N1CCN(c2ccccc2O)CC1	-2	0.2
15	COc1cccc(C=O)c1OC(=O)c1ccc(Cl)c([N+](=O)[O-])c1	8	1.0
7	CC1=C(C(=O)OC(C)C)C(c2ccc(Cl)cc2)N2C(=O)CSC2=N1 (stereo not drawn)	5	-0.1
5	CC(=O)NC(Cc1ccccc1)C(=O)OCC(=O)c1ccc(Cl)cc1 (stereo not drawn)	-7	0.0
13	O=C(Cc1c(C(=O)O)[nH]c2ccccc12)Nc1ccc(C(F)(F)F)cc1	-9	-0.1
9	COc1ccccc1Nc1nc(-c2ccc(OC)c(OC)c2)nc2ccccc12	-1	0.2
8	CCOc1ccc(C2Oc3ccccc3C3=C2C(c2cccs2)n2ncnc2N3)cc1 (stereo not drawn)	-4	-0.1
12	CN1CCN(C(=O)c2ccc(-c3nc(NCCc4ccc(O)cc4)c4[nH]cnc4n3)cc2)CC1	7	0.1

no.	TEAD-YAP inh	GPR151 activ
6	-7	1.4
1	-7	0.8
4	5	0.1
2	-6	-1.0
15	-10	1.7
7	-1	-1.1
5	3	-0.5
13	7	0.4
9	4	2.1
8	0	-0.3
12	-6	1.0

Next results.
no.	structure	MITF inh	FBW7 activator
16	O=c1c2cn[nH]c2[nH]c(=S)n1-c1ccc(Br)cc1	11	0.8
17	COC(c1ccccc1)c1nnc(CCC(=O)N(C)Cc2ccc(F)cc2)o1 (stereo not drawn)	-4	0.0
18	Cc1cccc(OCC(=O)NCC(=O)N2CCOC(c3ccccc3)C2)c1 (stereo not drawn)	-1	-0.1
19	CC(C)C(=O)Nc1nnc(SCC(=O)NCc2ccc3c(c2)OCO3)s1	2	0.0
20	CCCCN(C)c1c(N2CCC(C(=O)OCC)CC2)c(=O)c1=O	-5	0.0
21	Nc1cccc(-c2nc(NCCO)c3ncn(Cc4ccc(C(F)(F)F)cc4)c3n2)c1	-2	0.3
22	O=C(N/N=C/c1ccc2c3c(cccc13)CC2)c1cccnc1	6	0.0
23	CCc1nnc(SCC(=O)NCCc2ccc(S(N)(=O)=O)cc2)nc1CC	-1	-0.1
24	CCCN1C(=O)/C(=C/c2ccc(O)c(OC)c2)SC1=S	9	-0.3
25	Cc1cc(C(=O)Nc2cccc3nsnc23)ccc1[N+](=O)[O-]	-7	0.3
26	CCOC(=O)c1c(C)c(C(=O)Nc2ccc(F)c(F)c2)c(C)n1CC	-1	-0.2
27	O=C1CCN(CCOc2ccccc2)CCN1Cc1ccc(F)cc1	3	-0.1
28	O=C(O)c1ccc(CNC(=O)c2ccc3c(c2)C(=O)N(CC2CCCO2)C3=O)cc1 (stereo not drawn)	-13	0.0
29	COc1cccc(-c2nnc3n(Cc4ccccc4)c(=O)c4ccccc4n23)c1O	8	0.0
30	COc1ccc(-c2cccc(C(=O)NCCN(C(C)C)C(C)C)n2)cc1	-3	-0.1

no.	TEAD-YAP inh	GPR151 activ
16	-3	-0.1
17	-2	-0.9
18	12	-1.8
19	2	-0.6
20	2	0.8
21	4	-1.6
22	-52	-0.9
23	7	1.7
24	-4	5.1*
25	-31	-1.2
26	-15	1.1
27	-7	-0.1
28	4	1.1
29	13	0.3
30	6	8.8*

(more compounds)
no.	structure	MITF inh	FBW7 activator
31	CC(C)c1ccc(NC(=O)C2C3C=CC4(O3)C2C(=O)N(CCC2=CCCCC2)C4C(=O)NC2CCCC(C)C2C)cc1 (stereo not drawn)	-20	-0.1
32	N#Cc1c(NC(=O)CCCCC(=O)Nc2sc3c(c2C#N)CCC3)sc2c1CCC2	6	0.1
33	COc1ccc(C(=O)N2CCN(c3ccc([N+](=O)[O-])cc3)CC2)cc1OC	9	-0.1
34	CC(C)CC(NC(=O)c1ccccc1)C(=O)OCC(=O)Nc1ncc(Br)cc1Br (stereo not drawn)	-7	-0.1
35	CCN(CC)S(=O)(=O)c1ccc(S(=O)(=O)c2ccc(S(=O)(=O)N(CC)CC)cc2)cc1	-2	-0.3
36	Cn1c(CCc2ccccc2)nnc1SCC(=O)NCc1ccccc1	-1	1.0
37	CCOc1ccc(C2c3c(oc4ccc(C)cc4c3=O)C(=O)N2c2nccs2)cc1 (stereo not drawn)	18	0.2
38	CCc1ccc(NC(=O)Cn2c(C(=O)OC)cc3occc32)cc1	12	0.1
39	CCOC(=O)C(C#N)C(=O)c1ccc(N2C(=O)CCC2=O)cc1 (stereo not drawn)	9	0.9
40	CCCOc1ccc(-c2nc(N3CCOCC3)c3ccccc3n2)cc1	17	0.4
41	O=C(O)c1cc2cc(Br)ccc2oc1=O	1	-0.1
42	Cc1ccc(CN(C(=O)c2ccco2)C2CCS(=O)(=O)C2)o1 (stereo not drawn)	6	0.1
43	COc1cccc(NC(=O)CSc2nnc3[nH]c(=O)c(C(C)(C)C)nn23)c1	-3	0.2
44	COc1cc(C=C2C(=O)NC(=O)NC2=O)c(Br)cc1O	21	-0.7
45	C[C@@H]1CN(C(=O)c2nc3ccc(Cl)cn3c2CN(C)Cc2ccn[nH]2)C[C@H](C)O1	-10	0.0

no.	TEAD-YAP inh	GPR151 activ
31	-2	0.5
32	6	1.3
33	14	1.3
34	1	-0.6
35	5	5.9*
36	0	-0.5
37	-16	1.9
38	4	0.1
39	14	6.6*
40	4	-0.5
41	-1	0.9
42	1	0.4
43	-6	0.7
44	1	-1.4
45	10	1.0

Further entries:
no.	structure	MITF inh	FBW7 activator
46	Cc1ccc(CSc2ncnc3c2c(-c2ccccc2)cn3-c2cccc(F)c2)cc1	-7	-0.1
47	CCOC(=O)C1=CC2(SC(C(=O)OCC)=C(C(=O)OCC)S2)C2=C(S1)C(C)(C)N(C(=O)C(C)C)c1cc(C)c(C)cc12	-5	0.0
48	Cn1cc(CN2CCCC(CCC(=O)NCc3ccccc3F)C2)cn1 (stereo not drawn)	8	0.0
49	COc1ccc(-c2nc3ccc(C(=O)NCc4ccco4)cc3nc2-c2ccc(OC)cc2)cc1	-2	0.0
50	O=c1oc2cc(OCc3ccc(F)cc3)ccc2cc1-c1nc2ccccc2s1	8	0.4
51	O=C(NCc1ccccc1)N1CCN2C(=O)[C@@H]3CCCN3C(=O)[C@H]2C1	77*	-0.4
52	O=C1C(Cl)=C(Nc2ccccc2O)C(=O)N1CCc1ccccc1	10	-0.1
53	CN(C)CCOC(=O)C12CC3CC(CC(C3)C1)C2	3	0.0
54	C/C(CC(=O)Nc1cccc(Cl)c1C)=N\NC(=O)c1ccc([N+](=O)[O-])cc1Cl	2	0.0
55	COC(=O)Cn1c(=O)c2c(nc3n(-c4cccc(C)c4)c(C)c(C)n23)n(C)c1=O	5	-0.1
56	Cc1cc(=O)cc(C)n1-c1ccccc1N	13	-0.1
57	CCOc1ccccc1NNC(C)=O	9	0.0
58	CC(=O)Nc1ccc2nc(NC(=O)c3cc(-c4ccccc4)nc4ccccc34)sc2c1	-4	0.0
59	Cc1ccc(NC(=O)c2ccc(Oc3ccc([N+](=O)[O-])cc3)cc2)c(C(=O)O)c1	6	0.0
60	CCCc1[nH]n(-c2nc3ccccc3s2)c(=O)c1C=NCCOC	-4	0.2

no.	TEAD-YAP inh	GPR151 activ
46	-10	-0.7
47	-2	0.7
48	-1	-0.2
49	-6	0.8
50	-14	1.6
51	2	0.4
52	-10	2.5
53	7	1.0
54	2	1.3
55	7	3.0
56	-2	0.3
57	-10	-0.7
58	-3	-0.2
59	-6	-1.2
60	-11	-2.5

Next compounds follow:
no.	structure	MITF inh	FBW7 activator
61	CCOc1cc(/C=N/NC(=O)C(=O)NCCOC)ccc1OCc1ccc(Cl)cc1	-23	0.1
62	COc1ccc(NC(=O)CC2C(=O)N(c3ccccc3)C(=O)N2CCc2cccs2)cc1 (stereo not drawn)	0	0.1
63	COc1ccccc1N1CCN(S(=O)(=O)c2ccc3c(c2)C(C)(C)C(=O)N3C)CC1	-3	-0.1
64	CC1=NN(C(=O)COc2ccc(C#N)cc2)C(O)(C(F)(F)F)C1 (stereo not drawn)	-9	0.0
65	COc1ccc([N+](=O)[O-])cc1NCc1ccccc1[N+](=O)[O-]	13	0.1
66	COc1ccc(-c2ccc(OCCN3CCCC3=O)nc2)cc1	11	0.6
67	c1ccc2[nH]c(CNc3nc(N4CCOCC4)nc4c3ncn4-c3ccsc3)nc2c1	18	-0.3
68	CCOc1cc(S(=O)(=O)NCCCN2CCOCC2)ccc1Cl	-1	0.0
69	CCC(Sc1nnnn1-c1ccccc1)C(=O)Nc1ccc(S(N)(=O)=O)cc1 (stereo not drawn)	-9	-0.1
70	O=C(CSc1nnnn1-c1cccc(C(F)(F)F)c1)Nc1nccs1	-4	-0.2
71	COc1ccc(Br)c(C(=O)N2CCC(Cn3ccnc3C)CC2)c1	3	0.1
72	Cc1cc(C2C(=O)CC(=O)CC2c2ccccc2)on1 (stereo not drawn)	6	0.1
73	Nc1[nH]n(-c2ccccc2)c(=O)c1C1=NCCC1	-8	0.0
74	COc1ccc(CNC(=O)CCCn2c(SCc3cc(=O)n4cc(Cl)ccc4n3)nc3cc4c(cc3c2=O)OCO4)cc1	-30	0.0
75	OCCC1CN(C/C(Cl)=C/c2ccccc2)CCN1C1CCCC1 (stereo not drawn)	12	-0.1
76	O=C(Nc1cccc(C(F)(F)F)c1)c1nn2c(c1Cl)NC(c1cccs1)CC2C(F)(F)F (stereo not drawn)	-4	0.2
77	Cc1cc(Nc2ccccc2)nc(-c2ccc(C(=O)N3CCN(C)CC3)cc2)n1	4	0.0

no.	TEAD-YAP inh	GPR151 activ
61	2	0.4
62	-4	0.7
63	-15	-1.0
64	-10	0.3
65	7	-0.4
66	-4	-0.7
67	88*	-1.2
68	-3	2.5
69	4	-0.7
70	-5	0.4
71	4	-0.8
72	7	0.4
73	-36	3.2
74	-6	-0.6
75	7	-0.6
76	-3	-0.6
77	-24	2.0

Source: PubChem BioAssay

Random draw from the library; 3.4% or so of the library scored in one or more.
